High-throughput results: PubChem BioAssay, National Center for Advancing Translational Sciences (NCATS)
FUS yeast rescue = qHTS for Suppressors of FUS Proteinopathy: Primary screen using FUS-linked yeast assay; S. cerevisiae FUS-expressing, growth rescue, OD600, 24 h; Potency, µM (series often up to 76.6 µM), for inactives: at the highest dose growth rescue (activation), hits mostly activators; 390,000 tested, 0.24% active;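 note: potency is the fitted concentration of half-maximal effect; plate controls were DMSO vehicle for no effect and reference control for full effect; nearly all actives have a fitted effect of over 55% in size; some results filed as inactive show a strong effect at the top dose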
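FUS-expressing yeast, raffinose-pregrown, induced in 2% galactose minimal medium at OD 0.005; compounds in a dilution series, 24hr at 30C. Growth restoration read as absorbance at 600 nm. CP55940 positive control, DMSO negative.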
PLK1 PBD inh = qHTS for Inhibitors of PLK1-PDB (polo-like kinase 1 - polo-box domain): Primary Screen; Serine/threonine-protein kinase PLK1 (Homo sapiens), P53350; Plk1 PBD binding of FITC phosphopeptide, fluorescence polarization; Potency, µM, for inactives: max response, negative = inhibition, most hits filed as inhibitors; 360,000 tested, 2.8% active; note: potency is the fitted concentration of half-maximal effect; series mostly up to about 57 µM; % is set by controls: 0 for no effect and ±100 for the full control effect; nearly all actives have a fitted effect of over 65% in size
Target sequence (P53350 whole entry, looked up, the tested form may be a part): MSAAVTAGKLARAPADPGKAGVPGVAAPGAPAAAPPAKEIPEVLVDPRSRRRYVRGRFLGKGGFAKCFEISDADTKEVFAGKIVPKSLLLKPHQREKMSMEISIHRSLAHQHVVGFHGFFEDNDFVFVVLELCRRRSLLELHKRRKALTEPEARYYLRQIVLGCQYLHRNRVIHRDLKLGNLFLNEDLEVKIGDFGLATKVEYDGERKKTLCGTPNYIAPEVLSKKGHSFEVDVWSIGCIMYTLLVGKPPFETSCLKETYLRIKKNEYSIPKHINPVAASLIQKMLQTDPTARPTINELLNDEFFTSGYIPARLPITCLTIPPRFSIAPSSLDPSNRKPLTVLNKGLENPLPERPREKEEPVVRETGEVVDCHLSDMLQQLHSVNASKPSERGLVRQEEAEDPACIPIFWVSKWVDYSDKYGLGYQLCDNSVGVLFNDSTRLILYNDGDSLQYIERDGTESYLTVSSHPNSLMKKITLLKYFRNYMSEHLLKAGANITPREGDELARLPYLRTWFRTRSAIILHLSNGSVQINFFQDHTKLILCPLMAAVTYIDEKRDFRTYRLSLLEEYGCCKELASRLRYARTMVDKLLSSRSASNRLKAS
Abeta yeast res = qHTS for compounds that reverse cellular toxicity of Amyloid beta (A-beta) peptide in yeast: Primary Screen; yeast expressing A-beta42, growth rescue, OD600, 48 h; response scale: 0% DMSO, 100% iron-clioquinol control; Potency, µM (top dose mostly 46.1 µM), without a hit: top-dose growth rescue, hits mostly activators; 410,000 tested, 0.063% active; note: potency is the fitted concentration of half-maximal effect; nearly all actives have a fitted effect of over 55% in size
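Yeast growth medium received pinned compounds, then yeast cells expressing toxic A-beta were added; plates incubated at 30 C for 48 hr. Growth read as absorbance at 600 nm, normalized to DMSO and equimolar FeCl3 plus clioquinol controls.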
aSyn rescue = qHTS of alpha-syn Inhibitors; 370,000 tested, 0.14% active; Potency, µM (titrated, usually from 46.1 µM), for the others: top-dose growth rescue (activation), most hits filed as activators; AID 652106, 2013; Yeast expressing alpha-synuclein, growth rescue, BacTiter-Glo, 24 h; note: potency is the fitted concentration of half-maximal effect; % of control where 0% means no effect; nearly all actives have a fitted effect of over 65% in size
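Screening used galactose-induced yeast with toxic alpha-synuclein levels, exposed to compound for 24 hr at 30 deg C. Cell growth, read with BacTiter-Glo luminescence, gave the measured signal.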
WRN helicase inh = qHTS for Inhibitors of WRN Helicase | AID 651768, 2012 | 360,000 tested, 0.46% active | Bifunctional 3'-5' exonuclease/ATP-dependent helicase WRN (Homo sapiens), Q14191 | Potency, µM (top dose mostly 114 µM), without a hit: at the top dose activity change, negative = inhibition, actives largely listed as inhibitors | WRN helicase unwinding, fluorescent forked duplex, kinetic; note: potency is the fitted concentration of half-maximal effect; % is set by controls: 0 for no effect and ±100 for the full control effect; nearly all actives have a fitted effect of over 55% in size
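Kinetic fluorescence helicase assay: unwinding of a quenched forked DNA duplex (100 nM final) with 2 mM ATP final raises red fluorescence (525/598 nm). Compounds sat 15 min at room temperature with 20 nM WRN beforehand.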
EPAC1 agonist = qHTS for Agonist of cAMP-regulated guanine nucleotide exchange factor 3 (EPAC1): primary screen. Rap guanine nucleotide exchange factor 3 (Homo sapiens), O95398. EPAC1 agonist qHTS, biochemical assay; response scale: 100% = response to 6.5 mM cAMP. Potency, µM (series often up to 154 µM), inactives show at the top dose activation, usual class: activators. 360,000 tested, 0.073% active. AID 720707, 2013; note: potency is the fitted concentration of half-maximal effect; nearly all actives have a fitted effect of over 60% in size
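Fluorescent GDP-exchange assay: 100 nM EPAC1 with 250 nM Rap1B preloaded with BODIPY-GDP and 50 uM GDP; compounds tested as concentration series, 5 min at room temperature, then read every 5 min for 30 min (ex 480/em 540 nm); normalized to 6.5 mM cAMP.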
IL-2 act = qHTS of IL-2 Activators; IL-2 activation reporter assay, cell-based qHTS; stimulated with anti-CD3/CD4/CD28 beads; in transgenic mouse T cells; activation, % (series mostly up to about 46 µM); 360,000 tested, 0.065% active; in the data active = activation above about 50%; inconclusive = mostly about 30% to 49%; note: 0% is about no effect
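Unstimulated transgenic mouse T cells preincubated 60 min with compound, then stimulated with anti-CD3/anti-CD4-coated beads plus anti-CD28 for 18 h at 37 degrees C. IL-2 response read as EGFP and DsRed fluorescence by plate cytometry.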
PI5P4Ka inh = qHTS for Inhibitors of phosphatidylinositol 5-phosphate 4-kinase (PI5P4K); Phosphatidylinositol 5-phosphate 4-kinase type-2 alpha (Homo sapiens), P48426; PI5P4Kalpha enzyme, ADP-Glo luminescence, 60 min; hits give low values; max response, %; 330,000 tested, 1.2% active; active = max response of -50% or lower; inconclusive = between -30% and -50%; inactive = -30% or higher; note: value at the top dose of about 77 µM; % is set by controls: 0 for no effect and ±100 for the full control effect
Target sequence (P48426 whole entry, looked up): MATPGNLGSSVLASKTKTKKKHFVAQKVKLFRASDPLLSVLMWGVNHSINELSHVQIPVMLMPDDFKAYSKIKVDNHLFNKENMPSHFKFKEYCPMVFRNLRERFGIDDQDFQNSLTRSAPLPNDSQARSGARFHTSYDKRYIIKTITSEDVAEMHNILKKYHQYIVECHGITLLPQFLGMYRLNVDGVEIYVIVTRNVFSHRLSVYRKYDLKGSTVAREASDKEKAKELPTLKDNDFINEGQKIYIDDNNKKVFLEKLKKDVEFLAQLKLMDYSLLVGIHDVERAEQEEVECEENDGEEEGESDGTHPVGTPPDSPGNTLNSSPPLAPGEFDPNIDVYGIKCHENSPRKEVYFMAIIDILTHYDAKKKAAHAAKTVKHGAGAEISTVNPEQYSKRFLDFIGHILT
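Enzyme plus substrate dispensed, test compounds pinned in, then ATP (5 microM final) added. After 60 min at RT, ADP-Glo reagent 1 for 45 min and reagent 2 for 30 min preceded luminescence imaging.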
EPAC1 antag = qHTS for Antagonist of cAMP-regulated guanine nucleotide exchange factor 3 (EPAC1): primary screen; Rap guanine nucleotide exchange factor 3 (Homo sapiens), O95398; EPAC1 GEF assay, Rap1b-BODIPY-GDP exchange fluorescence; Potency, µM (doses to about 115 µM), for inactives: at the highest dose activity change, negative = inhibition, hits mostly inhibitors; 360,000 tested, 0.14% active; AID 720709, 2013;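 note: potency is the fitted concentration of half-maximal effect; plate controls were vehicle for no effect and positive control for full effect; nearly all actives have a fitted effect of over 50% in size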
Starred values were filed as active, the others as inactive; u = inconclusive; x = no result given; [ ] = another dose, or the depositor's remark. Unless noted, calls come from the whole dose curve; as a rule, active = well fitted curve in the direction sought with a large enough effect; inconclusive = small, poorly fitted or top-dose-only effect, or another doubt; inactive = no such curve, though single readings can be large; an effect the other way counts as inactive or inconclusive.

SMILES | FUS yeast rescue | PLK1 PBD inh | Abeta yeast res | aSyn rescue | WRN helicase inh | EPAC1 agonist | IL-2 act | PI5P4Ka inh | EPAC1 antag
O=C(Cc1cccs1)N/N=C/C=C\c1ccccc1[N+](=O)[O-] | 2% | -13% | -8% | 0% | 0% | 0% | 0.5 | -9 | 5%
COc1c(Cl)cc(-c2noc(C)c2C(=O)NCc2ccc3c(c2)OCO3)cc1Cl | -13% | -7% | 5% | 1% | -2% | -6% | -3.0 | -3 | 5%
c1ccc2nc3c(nc2c1)c1ccccc1n3CCN1CCOCC1 | 15% | -12% | -5% | 1% | 0%[57.1 µM] | -6% | -2.9 | x | -5%
CCN(CC)c1ccc(C2C(C(=O)OC(C)C)C(=O)CC(C)(O)C2C(=O)OC(C)C)cc1 (stereo not drawn) | 32% | -6% | -3% | -3% | 6% | -7% | -0.5 | 2 | 6%
Cc1cccc(N2CCN(C(=O)c3ccc(NC(=O)CC4SC(N5CCCC5)=NC4=O)cc3)CC2)c1C (stereo not drawn) | 38% | -3% | 9% | 1% | -2% | 2% | 0.3 | 0 | 5%
COc1ccc(NC(=O)C2Cc3c(-c4cccc(NC(C)=O)c4)ccnc3O2)cc1OC (stereo not drawn) | 21% | -15% | -18% | -10% | -16% | -10% | -0.7 | -8 | -19%
CC(=O)OC1CCC2C3CCC4OC(=O)CCC4C3CCC12C (stereo not drawn) | 11% | 2% | -40%[inhibitor] | -2% | 2% | -11% | -0.2 | -3 | -4%
CCCCCCCC(=O)N1c2ccccc2NC(=O)C1CC(=O)Nc1ccc(C(=O)O)cc1 (stereo not drawn) | 44% | -8% | -9% | 0% | -8% | 1% | -1.2 | 1 | -9%
O=C(COC(=O)c1cncc(Br)c1)Nc1ccc(F)c(F)c1F | 13% | -8% | -12% | -6% | 1% | 1% | -0.2 | -11 | 6%
O=C(Cc1ccc(S(=O)(=O)N2CCCC2)s1)Nc1cccc([N+](=O)[O-])c1 | 15% | -13% | 0% | -1% | 2% | 0% | -0.7 | -7 | -7%
COc1cccc(-n2nnc3c(=O)n(CC(=O)N4CCCCC4)cnc32)c1 | 7% | -6% | -3% | -2% | 4% | 8% | -0.8 | x | 17%
CC(=O)Nc1ccc(NC(=O)COc2ccc(Br)cc2C)cc1 | 3% | -3% | -4% | 0% | -3% | 1% | -4.5 | -2 | -2%
COc1ccccc1NS(=O)(=O)c1cccc(C(=O)NN)c1 | u | -12% | 12% | -2% | -4% | 10% | 0.2 | x | -10%
Cc1nc2nc(SCC(=O)NCCCN3CCCC3)nn2c(C)c1Cc1ccccc1Cl | 0% | 8% | -5% | 5% | -9% | 8% | 0.1 | -5 | -2%
COc1cccc(C(=O)NC2=NCCS2)c1 | -3% | -3% | -3% | -5% | 5% | 0% | -0.5 | 0 | -2%
CC(/C=N/NC(=O)c1cc(C2CC2)[nH]n1)=C\c1ccccc1 | -14% | -4% | 6% | 0% | 12% | -3% | -0.1 | -4 | -9%
O=C(Nc1ccc2oc(-c3ccccc3)nc2c1)c1cccs1 | 7% | u | -15% | -4% | -18% | 2% | -0.4 | 2 | u
Cc1ccsc1C(=O)NCCC(c1ccccc1)c1ccccc1 | 19% | -16% | 13% | 0% | -4% | 16% | -4.2 | 2 | -8%
COc1ccc2ccccc2c1CN1CCN(C(=O)c2ccco2)CC1 | 11% | -10% | -7% | 2% | -8% | -11% | -3.5 | 3 | -11%
C=CCOc1ccc(/C=C/C(=O)OCC(=O)NCc2ccco2)cc1 | 9% | -7% | 16% | 1% | 2% | 4% | 0.0 | 0 | -3%
O=C1/C(=C/c2cccs2)N=C(c2cccs2)N1Nc1ccccc1 | 55% | -23% | -4% | -8% | -19% | u | 1.2 | 16 | -21%
CN1CCCN(C(=O)c2ccc(Cl)c(S(=O)(=O)N(C)c3ccccc3)c2)CC1 | -12% | -3% | 1% | -2% | -6% | 5% | 2.9 | x | 14%
CC(=O)Nc1ccc2nc(-c3ccco3)[nH]c2c1 | 27% | -11% | -25% | -25% | -20% | 1% | -1.6 | -11 | 16%
COC(=O)COc1nc(C)c(Br)c(OC)n1 | 3% | -9% | 1% | 1% | -3% | 1% | 0.5 | 2 | 3%
C=CCOC(=O)C1=C(C)N(C)C(=O)NC1c1cc2c(cc1Br)OCO2 (stereo not drawn) | 6% | -13% | 1% | 8% | -1% | 5% | -0.3 | -10 | 6%

Carrying on:
SMILES | FUS yeast rescue | PLK1 PBD inh | Abeta yeast res | aSyn rescue | WRN helicase inh | EPAC1 agonist | IL-2 act | PI5P4Ka inh | EPAC1 antag
COc1ccc(CC(=O)NNC(=O)[C@@H]2CCCC[C@@H]2C(=O)O)cc1 | -1% | 2% | 14% | -2% | 1% | -2% | -1.4 | 1 | 3%
CN(C)CCCOC(=O)c1sc2ccccc2c1Cl | 2% | -5% | -19% | 4% | 13% | 9% | 0.9 | 1 | -14%
O=C(OCC(=O)N1CCc2ccccc2C1)c1cccnc1Cl | -3% | -1% | -1% | 12% | 0% | 3% | 0.5 | 2 | 4%
COc1cc(/C=N/n2c(-c3ccc4c(c3)NC(=O)CO4)csc2=Nc2cccc(C)c2)ccc1O | x | -14% | 15% | 19% | -23% | 1% | 0.0 | -8 | 10%
CC(=O)Nc1ccc(NC(=O)CN(C)S(=O)(=O)c2ccc3nc(C)sc3c2)cc1 | 20% | 5% | -4% | -12% | -4% | -21% | -3.4 | -4 | -11%
OC(Cc1nc2ccccc2[nH]1)c1ccccc1Cl (stereo not drawn) | -17% | -7% | 1% | -4% | -4% | 8% | -2.0 | x | 5%
COc1ccc(CC2(c3ccccc3)NC(=O)NC2=O)cc1 (stereo not drawn) | -6% | 2% | 3% | 0% | -6% | 6% | -0.2 | 1 | -25%
CC(C)CC1C(=O)N(Cc2cn(Cc3ccco3)nn2)CCS(=O)(=O)N1Cc1ccc(-c2ccccc2)cc1 (stereo not drawn) | u | 4% | -3% | 2% | 9% | -10% | -3.5 | 2 | -7%
CSc1nnc(Cn2c(=O)sc3ccccc32)n1-c1ccccc1C | -12% | 19µM* | -8% | -1% | -2% | 3% | -1.6 | -2 | -25%
CCCC(=O)NNC(=O)CC(=O)Nc1ccccc1C(=O)O | -13% | 2% | x | 5% | -1% | 8% | 0.9 | -1 | -8%
Cc1ccc(NC(=O)COc2cccc(Oc3ccccc3)c2)cc1S(=O)(=O)N1CCOCC1 | x | -5% | -6% | 5% | -3% | 25% | -5.8 | 6 | -12%
CC1(C)CC(=O)C=C(C(=O)N2CCCC(CCC(=O)NCc3ccccc3F)C2)O1 (stereo not drawn) | -3% | 2% | -1% | 1% | 0% | -2% | 0.7 | 0 | 9%
O=C(Nc1ccn(CCCNCCc2ccccn2)c(=O)n1)OCc1ccccc1 | -27% | -7% | -4% | 3% | -6% | 8% | -0.3 | 10 | -17%
COc1ccc(C2CCCN2C(=S)Nc2cccc(Cl)c2C)cc1OC (stereo not drawn) | 25% | -3% | 23% | 14% | 1% | 4% | -0.1 | -6 | 2%
Cc1cccc(NC(=O)c2nc[nH]c2C(=O)Nc2cccc(C)c2)c1 | -10% | -2% | -2% | 3% | 5% | -5% | 1.5 | 6 | 6%
CCCNC(=O)CC(NS(=O)(=O)c1ccc(NC(C)=O)cc1)C(C)C (stereo not drawn) | 2% | -8% | 6% | -2% | 1% | -3% | -0.9 | -2 | 8%
CSc1ccc(CN(C)C(=O)C(Cc2ccccc2)NC(=O)c2ccccc2)cc1 (stereo not drawn) | x | 8% | 3% | 9% | -27% | 4% | -2.8 | -1 | -10%
Cc1ccccc1C(=O)NC(=S)Nc1ccc2[nH]c(=O)[nH]c2c1 | 23% | -5% | -1% | -2% | 3% | -4% | 1.0 | -2 | -3%
COc1ccc2[nH]c3c(c2c1)CCN1C(=O)C(CC(=O)NCC24CC5CC(CC(C5)C2)C4)C[C@H](C(=O)N2CCCCC2)[C@@]31C (stereo partly drawn) | u | -13% | 2% | 4% | 1% | -5% | 0.3 | 2 | 1%
CCN1C(=O)/C(=C2/C=Cc3ccccc3N2CC)SC1=S | -12% | -6% | -20% | -3% | 3% | -12% | -0.2 | 1 | -16%
C=CCNCCOc1cccc(Br)c1 | -18% | -5% | -14% | -4% | -18% | -2% | -0.6 | 2 | 4%
Cc1cc(-c2n[nH]c(=S)o2)c(C)n1-c1ccccc1 | 48% | -16% | -81%[inhibitor] | -11% | -1% | 9% | -2.0 | x | 11%
Cc1cc2c(C)nc(N/N=C/c3ccccc3)nc2o1 | x | -4% | 12% | 5% | 16% | -4% | 0.8 | 2 | u
CCCN1C2CCCC1CC(NC(=O)c1ccc(Br)cc1)C2 (stereo not drawn) | 13% | 5% | 1% | -3% | 6% | 7% | -0.4 | -7 | 9%
Cc1ccc(S(=O)(=O)NC(=O)c2cc(C)n(-c3ccc(N(C)C)cc3)c2C)cc1 | u | -9% | -4% | -16% | 0% | 8% | -3.2 | -2 | -26%
O=C1CNC(=S)N1CCc1ccc(O)c(O)c1 | 11% | -3% | -9% | 8% | 0% | 5% | -0.5 | -23 | 12%
